Compound activity: PubChem, several laboratories
TRPC6 activator: activators of mouse TRPC6 channel. Q61143. HEK293-TRPC6 membrane potential dye fluorescence; hits give high values. B-score at 10 µM. hit rate 0.13% among 310,000;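 active means B-score of the integrated fluorescence ratio above library mean plus 3 SD, and starting fluorescence ratio within library mean plus 5 SD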;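 further: higher score means more depolarization so channel activation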
Target sequence (Q61143 whole entry, looked up): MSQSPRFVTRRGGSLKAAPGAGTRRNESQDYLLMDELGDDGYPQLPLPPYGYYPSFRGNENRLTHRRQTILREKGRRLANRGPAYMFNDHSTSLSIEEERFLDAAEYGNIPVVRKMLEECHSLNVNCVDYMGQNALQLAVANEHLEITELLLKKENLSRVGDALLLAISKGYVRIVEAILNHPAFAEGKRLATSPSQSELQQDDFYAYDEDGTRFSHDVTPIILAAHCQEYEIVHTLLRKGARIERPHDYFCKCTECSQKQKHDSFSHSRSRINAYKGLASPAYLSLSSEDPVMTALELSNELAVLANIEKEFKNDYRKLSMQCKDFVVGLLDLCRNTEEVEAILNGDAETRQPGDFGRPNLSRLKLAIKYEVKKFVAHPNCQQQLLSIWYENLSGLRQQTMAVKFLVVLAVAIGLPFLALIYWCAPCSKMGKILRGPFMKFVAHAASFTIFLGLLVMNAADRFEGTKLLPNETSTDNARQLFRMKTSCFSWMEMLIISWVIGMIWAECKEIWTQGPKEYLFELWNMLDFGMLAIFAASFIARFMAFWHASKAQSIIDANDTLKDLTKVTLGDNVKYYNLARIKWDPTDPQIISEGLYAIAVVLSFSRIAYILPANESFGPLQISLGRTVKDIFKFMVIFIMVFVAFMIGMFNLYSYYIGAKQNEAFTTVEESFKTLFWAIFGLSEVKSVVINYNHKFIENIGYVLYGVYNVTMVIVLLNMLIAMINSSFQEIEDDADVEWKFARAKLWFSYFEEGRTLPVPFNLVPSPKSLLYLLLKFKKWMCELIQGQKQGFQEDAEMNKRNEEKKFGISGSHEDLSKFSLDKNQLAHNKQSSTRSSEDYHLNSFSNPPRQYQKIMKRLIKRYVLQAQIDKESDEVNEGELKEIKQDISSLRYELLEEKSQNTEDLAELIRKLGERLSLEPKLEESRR
TMEM16A inh: mouse TMEM16A channel inhibition, primary screen | Q8BHY3 | HEK293 TMEM16A/YFP iodide influx fluorescence, ionomycin | normalized B-score (activity score, 25-100; higher = stronger inhibition) at 10 µM | hit rate 1.2% among 310,000 | AID 588511;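 active means ratio plate-corrected score three or more library SD toward inhibition, starting fluorescence score within five deviations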;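 further: score derived from kinetic fluorescence span divided by baseline fluorescence per well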
TRPC4 act: TRPC4 (mouse) channel activation | Q9QUQ5 | HEK293 TRPC4beta/mu-opioid, Fluo4 calcium fluorescence; hits give high values | B-score at 10 µM | hit rate 0.49% among 310,000 | AID 2237;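 active means B-score above 5 SD of library B-scores, and initial fluorescence ratio not above library mean plus 5 SD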;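 further: positive B-score marks a calcium rise read as TRPC4 activation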
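Assay system: HEK293 stable line with TRPC4beta plus mu-opioid receptor. Times: dye 45 min RT, read 110 s. Measured by: kinetic Fluo4 calcium fluorescence. Measure: B score of integrated ratio. Controls: assay buffer as low control, maximal DAMGO as high control.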
ANO1 activ: activates or potentiates the mouse TMEM16A chloride channel | HEK293 TMEM16A/YFP-H148Q/I152L, iodide quench fluorescence; hits give low values | Q8BHY3 | hit rate 0.3% among 340,000 | B-score at 10 µM;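 active means fluorescence-ratio B-score plate-corrected deviation score at least 3 library SD below zero, with starting fluorescence score within 5 deviations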;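 further: channel opened by trigger with iodide after compound preincubation; score built on the fluorescence ratio of max minus min over baseline; more negative score means more quench and so TMEM16A activation or potentiation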
TRPC4 PAM: allosterically enhances the mouse TRPC4 cation channel; Q9QUQ5; HEK293 TRPC4beta/mu-opioid, DAMGO EC20, Fluo-4 Ca2+ flux; hits give high values; B-score at 10 µM; hit rate 0.42% among 310,000; AID 2227;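 active means B-score of calcium response area above 5 SD of library B-scores, with initial fluorescence ratio within 5 SD of library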;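 further: B-score of integrated fluorescence ratio over time as area under calcium response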
MrgX1 PAM: allosterically activates human MrgX1 receptor signaling | Q96LB2 | MrgX1-HEK293, Fluo-4 calcium flux, FDSS; hits give high values | B-score at 10 µM | hit rate 0.63% among 310,000 | AID 588675;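 active means plate-corrected calcium response at least 3 library SD above typical, normal starting fluorescence, not activating the receptor alone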;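 further: compound read alongside a low EC10 to EC30 dose of BAM8-22 agonist; peak minus trough fluorescence over baseline measured at the second addition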
TRPC6 inhibitor: inhibitors of mouse TRPC6 channel; HEK293-TRPC6, membrane potential dye, ACh-evoked depolarization; hits give low values; B-score at 10 µM; hit rate 1.1% among 310,000; AID 2553;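 active means B-score under library mean minus 3 SD, initial fluorescence not abnormally high, positive integrated signal ratio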;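 further: B-score derived from integrated fluorescence ratio over the kinetic read; more negative B-score means stronger inhibition of depolarization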
MrgX1 antagonist: blocks BAM8-22 activation of human MrgX1 receptor. hit rate 1.3% among 310,000. MRGX1-HEK293 calcium flux, Fluo-4, BAM8-22 antagonism; hits give low values. B-score at 10 µM. Q96LB2;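 active means calcium-response B-score plate-corrected more than 3 library SD below zero, starting fluorescence within 5 deviations, no agonist response on first addition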;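 further: peak minus trough fluorescence over baseline after final BAM8-22 challenge near maximal dose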
TRPC4 block: TRPC4 (mouse) channel inhibition | Q9QUQ5 | HEK293 TRPC4beta/mu-opioid, DAMGO-evoked Fluo4 calcium flux; hits give low values | B-score at 10 µM | hit rate 0.39% among 300,000;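 active means B-score over 3 SD under the library average, no early fluorescence shift, positive overall ratio signal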
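test system = HEK293 cells with stable TRPC4beta plus mu-opioid receptor expression | detection = Fluo4 Ca2+ flux fluorescence | read-out = integrated fluorescence ratio relative to baseline, converted to per-well B score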
SKKanGAS inh: inhibitors of SKKanGAS S. pyogenes growth in kanamycin (SK-promoter or general growth effect). BacTiter-Glo, 6 h. inhibition, % at 7.5 µM. hit rate 1.3% among 300,000. AID 1662;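 active means mean replicate score, as percent of positive control median, at least 50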;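 further: strain carries kanamycin resistance gene driven by streptokinase promoter and grows in 40 µg/ml kanamycin; loss of luminescence reflects streptokinase promoter inhibition or plain growth inhibition; 0% = median of DMSO wells and 100% = positive control at its reference dose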
MrgX1 ag: agonists of human MrgX1 receptor; Q96LB2; MrgX1-HEK293 cells, Fluo-4 calcium fluorescence, agonist mode; hits give high values; B-score at 10 µM; hit rate 0.44% among 310,000; AID 588627;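 active means calcium response B-score plate-corrected fluorescence ratio at least 3 library SD, with starting fluorescence B-score inside 5 SD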
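Assay system: stable human MrgX1 HEK293 cell line. Quantity: 15,000 cells per well. Schedule: cells plated overnight, dye loaded 0.5 h 37 °C, 0.5 h room temperature. Detection: Fluo-4 NW calcium-flux fluorescence, kinetic read. Read-out basis: peak-minus-minimum fluorescence over baseline, converted to B scores. Control set: positive and negative control wells on each plate.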
The depositor's hits bear a star; i = inactive.

SMILES	TRPC6 activator	TMEM16A inh	TRPC4 act	ANO1 activ	TRPC4 PAM	MrgX1 PAM	TRPC6 inhibitor	MrgX1 antagonist	TRPC4 block	SKKanGAS inh	MrgX1 ag
CCn1cc(C(=O)NCCC(=O)NCCO)c(=O)c2cc3c(cc21)OCO3	i	i	i	i	i	i	i	i	i	1.9	i
COc1ccc(S(=O)(=O)N2CCc3cc(OC)c(OC)cc3C2)cc1	i	i	i	i	i	i	-7.09*	i	i	5.8	i
COc1ccc(NS(=O)(=O)c2cccs2)cc1S(=O)(=O)N1CCOCC1	i	i	i	i	i	i	i	i	i	-7.9	i
C#CCSc1nc(N)c2c(n1)OC(N)=C(C#N)C2c1cccnc1 (stereo not given)	i	i	i	i	i	i	i	i	i	-1.1	i
COc1ccc(C2C(C#N)=C(N)N(c3ccccc3)C3=C2C(=O)CCC3)cc1Cn1cc([N+](=O)[O-])cn1 (stereo not given)	i	i	i	i	i	i	i	i	i	14.2	i
CC1CC(C)CN(C(=O)COC(=O)c2ccc[nH]c2=O)C1 (stereo not given)	i	i	i	i	i	i	i	i	i	2.2	i
CN1CCN(C=NC2=NN(c3cccc(C(F)(F)F)c3)CC2)CC1	i	i	i	i	i	i	i	i	i	5.9	i
CN(C(=O)COC(=O)c1cc(S(=O)(=O)N2CCCCC2)ccc1N1CCOCC1)C1CCS(=O)(=O)C1 (stereo not given)	i	i	i	i	i	i	i	i	i	-16.6	i
O=Cc1cn(-c2ccc(F)cc2)c2ccccc12	i	i	i	i	i	i	i	i	i	0.4	i
C[n+]1cn(Cc2cc(Cl)ccc2OC(F)F)c2ccccc21	i	i	i	i	i	i	i	i	i	-2.9	i
Cc1ccc(C)c(-n2c(CNc3ccc(F)cc3)nnc2SCC(N)=O)c1	i	i	i	i	i	i	i	i	i	-7.6	i
Cc1noc(C)c1CSc1nnc(-c2ccccc2)o1	i	i	i	i	i	i	i	i	i	3.5	i
COc1ccc(OCC(O)CN2CCCCC2)cc1 (stereo not given)	i	i	i	i	i	i	i	i	i	-3.1	i
Cc1ccc(C)c(N(CC(=O)N2CCCC2)S(C)(=O)=O)c1	i	i	i	i	i	i	i	i	i	2.5	i
COc1ccc(/C=N/Nc2snc(SC)c2C#N)cc1OC	i	i	i	i	i	i	i	i	i	18.1	i
O=C(O)c1cscn1	i	i	i	i	i	i	i	i	i	-22.0	i
COc1cccc(Cn2cnc3c(NS(=O)(=O)c4ccc(Cl)cc4)c(C)c(C)cc32)c1	i	i	i	i	i	i	i	i	i	1.0	i
CC(=O)Nc1ccc(NC(=O)CCc2nc3sc4c(c3c(=O)[nH]2)CCCC4)cc1	i	i	i	i	i	i	i	-4.56*	i	19.6	i
CCc1ccc2[nH]c(=O)c(CN(Cc3ccc4c(c3)OCO4)Cc3nnnn3C3CCCC3)cc2c1	i	i	i	i	i	i	i	i	i	20.8	i
COc1ccc(-c2cc(C#N)nc(N3CCN(C)CC3)n2)cc1	i	i	i	i	i	i	i	i	i	-3.9	i
O=C(CCS(=O)(=O)c1ccccc1)Nc1nc2cc3c(cc2s1)OCCO3	i	i	i	i	i	i	i	i	i	60.6*	i
O=C(NCCO)c1cccc2c1-c1ccccc1C2=O	i	i	i	i	i	i	i	i	i	-9.7	i
CS(=O)(=O)N(CC(=O)NCc1ccc2c(c1)OCO2)Cc1ccc(Cl)cc1	i	i	i	i	i	i	i	i	i	-2.2	i
CCOC(=O)C(=O)Nc1ccccc1C(=O)NCc1ccccc1	i	i	i	i	i	i	i	i	i	6.2	i
COc1ccc(Cc2nc3ccc(C(=O)NCCc4ccncc4)cc3o2)cc1OC	i	i	i	i	i	i	i	i	i	-3.6	i
NC(=S)N=Nc1ccc(NN=C(N)N)cc1	i	i	i	i	i	i	i	i	i	105.6*	31.1*
NC(=S)NC(=O)/C=C/c1ccccc1	i	i	i	i	i	i	i	i	i	4.3	i
O=C(c1cc(COc2ccc(F)cc2F)on1)N1C[C@H]2CC[C@H]1C2	i	i	i	i	i	i	i	i	i	12.8	i
CC(=O)c1cc2c(cc1NC(=O)Cn1nc(-c3ccc(F)cc3)ccc1=O)OCO2	i	i	i	i	i	i	i	i	i	-6.8	i
Cc1ccc(S(=O)(=O)N2CCOCC2)cc1C(=O)N(C)CCOc1ccc(Cl)cc1	i	i	i	i	i	i	i	i	i	-3.9	i
CC(=O)Nc1cccc(OCCCNC(=O)c2ccc(C(C)(C)C)cc2)c1	i	i	i	i	i	i	i	i	i	-9.0	i
Cc1nnc(SCC(=O)N2c3ccccc3CC2C)[nH]c1=O (stereo not given)	i	i	i	i	i	i	i	i	i	-11.2	i
C=COCCNC(=S)Nc1ccccc1	i	i	i	i	i	i	i	i	i	4.4	i
Cc1ccc(/C=C(\NC(=O)c2ccc(C)cc2)c2nc(=S)[nH][nH]2)cc1	i	i	i	i	i	i	i	i	i	-3.1	i
Cc1c(NC(=O)c2ccccc2NS(=O)(=O)c2ccc(F)cc2)c(=O)n(-c2ccccc2)n1C	i	i	i	i	i	i	i	i	i	-2.6	i
CCCn1c(=O)c(/C(N)=N/O)nn(-c2cccc(C(F)(F)F)c2)c1=O	i	i	i	i	i	i	i	i	i	19.9	i
Cc1ccc2ccc(S(=O)(=O)NCc3ccccn3)cc2c1	i	i	i	i	i	i	i	i	i	-18.4	i
COc1ccc(-c2cc(C(=O)Nc3ccc(C(N)=O)cc3)c3ccccc3n2)cc1OC	i	i	i	i	i	i	i	i	i	-2.5	i
O=C(NCc1cccc2ccccc12)Nc1ccccc1	i	i	i	i	i	i	i	i	i	-4.2	i
COc1ccc(/C=C(/NC(=O)c2ccco2)C(=O)Nc2ccc(C(C)=O)cc2)cc1	i	i	i	i	i	i	i	i	i	1.1	i
CC(C)CC(c1nnnn1C(C)(C)C)N1CCN(Cc2ccccc2)CC1 (stereo not given)	i	i	i	i	i	i	i	i	i	-4.2	i
COc1ccc(-c2cc(-c3ccc(O)cc3)nc(N)c2C#N)cc1	i	i	i	i	i	i	i	i	i	-2.0	i
CC(C)CC(=O)N1CCN(S(=O)(=O)c2ccc(F)cc2)CC1	i	i	i	i	i	i	i	i	i	2.7	i
COc1ccc(-n2c(SCc3nnc(-c4ccccc4)o3)nnc2-c2ccccc2)cc1	i	i	i	i	i	i	i	i	i	-0.9	i
O=C(NCCS(=O)(=O)NCc1cccnc1)c1ccccc1	i	i	i	i	i	i	i	i	i	-1.1	i
O=C(Nc1nc2nccc(-c3ccccc3)n2n1)C(Cl)(Cl)Cl	i	i	i	i	i	i	i	i	i	-10.9	i
O=C(CNC(=O)c1ccc(Br)o1)Nc1ccccc1	i	i	i	i	i	i	i	i	i	-5.1	i
COc1cccc(OC)c1C(=O)N1CCN=C1SCc1cccnc1	i	i	i	i	i	i	i	i	i	-2.1	i
CC1(C)CC(=O)C2=C(C1)Nc1ccccc1NC2c1ccc(F)c(F)c1 (stereo not given)	i	i	i	i	i	i	i	i	i	0.8	i
Cc1cccc(NS(=O)(=O)c2cc(C(=O)N3CCOCC3)ccc2Cl)c1	i	i	i	i	i	i	i	i	i	1.3	i
C=CCSc1nnc(NC(=O)Cn2cnc3c2c(=O)n(C)c(=O)n3C)s1	i	i	i	i	i	i	i	i	i	-0.3	i
COc1ccc(NC(=O)CN(C)C(=O)c2ccc(NS(=O)(=O)c3ccc(C)c([N+](=O)[O-])c3)cc2)cc1	i	i	i	i	i	i	i	i	i	-1.0	i
CC(C)CN(C(=O)COC(=O)CNC(=O)c1ccc(Cl)cc1)C1CCS(=O)(=O)C1 (stereo not given)	i	i	i	i	i	i	i	i	i	9.9	i
O=[N+]([O-])c1ccc(NC(=S)N2CCc3ccccc3C2)cc1	i	i	i	i	i	i	i	i	-6*	15.2	i
Cc1ccccc1-n1c(C)cc(/C=C(\C#N)C(=O)NCC2CCCO2)c1C (stereo not given)	i	i	i	i	i	i	i	i	i	-3.1	i
COc1ccc(/C(C#N)=C/c2ccccn2)cc1	i	i	i	i	i	i	i	i	i	-3.3	i
Cc1cccc(N2CCN(C(=O)c3cc(C)oc3C)CC2C)c1 (stereo not given)	i	i	i	i	i	i	i	i	i	1.6	i
Cc1ccc(-n2ccnc2SCC(=O)O)c(C)c1	i	i	i	i	i	i	i	i	i	12.2	i
CC(OC(=O)c1ccc(S(=O)(=O)N2CCOCC2)cc1)c1ccccc1 (stereo not given)	i	i	i	i	i	i	i	i	i	-0.8	i
CCOc1ccc(NC(=O)CS(=O)CC(=O)Nc2cccnc2)cc1 (stereo not given)	i	i	i	i	i	i	i	i	i	-1.3	i

The list continues.
SMILES	TRPC6 activator	TMEM16A inh	TRPC4 act	ANO1 activ	TRPC4 PAM	MrgX1 PAM	TRPC6 inhibitor	MrgX1 antagonist	TRPC4 block	SKKanGAS inh	MrgX1 ag
O=C(Nc1cc(SCCO)cc([N+](=O)[O-])c1)c1ccco1	i	i	i	i	i	i	i	i	i	3.3	i
CS(=O)(=O)N1CCN(C(=O)c2cc(-c3cccs3)nc3ccccc23)CC1	i	i	i	i	i	i	i	i	i	1.1	i
CCN(CC)CCCNC(=O)c1ccccc1C	i	i	i	i	i	i	i	i	i	-1.4	i
CC(=O)c1ccc(NC(=O)C2CCCN2S(=O)(=O)c2cccc3cccnc23)cc1 (stereo not given)	i	i	i	i	i	i	i	i	i	3.2	i
O=C(c1ccco1)N1CCN(S(=O)(=O)c2cccc([N+](=O)[O-])c2)CC1	i	i	i	i	i	i	i	i	i	2.8	i
COc1ccc(C(=O)n2cnc3ccccc32)cc1Br	i	i	i	i	i	i	i	i	i	-1.6	i
O=C(COC(=O)CCc1c[nH]c2ccccc12)Nc1ccc([N+](=O)[O-])cc1	i	i	i	i	i	i	i	i	i	-12.6	i
Cc1ccc(S(=O)(=O)c2c(N)n(CCC(C)C)c3nc4ccccc4nc23)cc1	i	i	i	i	i	i	i	i	i	43.9	i
Oc1ccc(N2CCN(Cc3nc4ccccc4[nH]3)CC2)cc1	i	i	i	i	i	i	i	i	i	-3.2	i
